# SIRT5 inh = sirtuin-5 (human) deacylase inhibition; 330,000 compounds, 1.1% hits; inhibition, % at 15 µM; Purified SirT5, succinyl-peptide AMC, trypsin-coupled fluorescence; Q9NXA8; in the data active means inhibition above about 15%
# Target sequence (Q9NXA8 whole entry, looked up): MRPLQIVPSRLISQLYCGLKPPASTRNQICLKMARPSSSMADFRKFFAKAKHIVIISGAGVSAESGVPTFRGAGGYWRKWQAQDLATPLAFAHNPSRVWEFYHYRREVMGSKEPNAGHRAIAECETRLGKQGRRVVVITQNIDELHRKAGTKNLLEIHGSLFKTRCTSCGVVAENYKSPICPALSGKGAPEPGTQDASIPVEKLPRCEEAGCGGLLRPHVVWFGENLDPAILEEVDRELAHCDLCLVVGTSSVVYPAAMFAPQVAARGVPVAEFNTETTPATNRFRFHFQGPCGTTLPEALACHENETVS
# Statin myotox sup = suppression of simvastatin myotoxicity; C2C12 myotubes + simvastatin, ATP luminescence, 48 h; scaled: DMSO 0, geranylgeraniol control 100; rescue of ATP level, % at 7.49 µM; 330,000 compounds, 0.78% hits; AID 602340;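 active means mean ATP rescue above about 67%, or every replicate alone reaching that limit, limit read from the data, passing the limit was not always enough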;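 further: myotubes were challenged with 10 µM simvastatin during compound exposure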
# ERp5 block = inhibitors of human ERp5. Q15084. 350,000 compounds, 0.05% hits. ERp5 insulin aggregation, absorbance 650 nm, 90 min. inhibition, % at 9.99 µM;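 active means mean replicate inhibition above about 25%, with every replicate also reaching it, limit read from the data, passing the limit was not always enough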
# Target sequence (Q15084 whole entry, looked up): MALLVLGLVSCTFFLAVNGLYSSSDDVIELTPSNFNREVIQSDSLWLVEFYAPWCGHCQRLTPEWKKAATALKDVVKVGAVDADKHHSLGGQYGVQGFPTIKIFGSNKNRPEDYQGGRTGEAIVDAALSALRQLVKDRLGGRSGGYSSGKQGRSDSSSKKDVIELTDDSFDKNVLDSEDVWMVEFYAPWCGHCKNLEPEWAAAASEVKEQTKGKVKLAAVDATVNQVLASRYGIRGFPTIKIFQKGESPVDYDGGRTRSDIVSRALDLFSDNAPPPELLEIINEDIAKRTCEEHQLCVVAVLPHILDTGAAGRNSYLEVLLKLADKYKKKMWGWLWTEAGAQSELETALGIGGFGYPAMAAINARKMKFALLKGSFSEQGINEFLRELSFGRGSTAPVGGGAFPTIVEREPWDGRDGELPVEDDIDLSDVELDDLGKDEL
# Cneo AK release = causes C. neoformans cell lysis; 360,000 compounds, 0.2% hits; AID 651654; adenylate kinase release luminescence, 4 h; normalised: neutral wells 0, clomiphene wells 100; lysis activity, % at 15 µM;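 active means mean lysis activity across replicates of at least 80%, whatever share of replicates individually reach that level; inactive means mean lysis activity below 80%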
#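 Material: C. neoformans cells | Amount: Yeast cell density of 5 × 10^6 cells/mL | Medium: Fresh YPD growth medium | Dosing: Single dose | Times: Static 4 h at 37 °C with compound, 1 h detection | Detection: AK luminescence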
# miR122 inh = blocks miR-122 activity in Huh7 sensor cells | 340,000 compounds, 0.3% hits | activation (reporter increase), % at 12.5 µM | Huh7 miR-122 Renilla luciferase sensor, 48 h; neutral wells = 0, positive control = 100 | AID 602342;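 active means mean replicate activation score at least 90 and every replicate individually at or above 90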;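 further: higher luciferase means less miR-122 activity so hits act as miR-122 inhibitors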
# esBAF inh = blocks esBAF chromatin remodeling in mouse ES cells | Bmi1-luciferase knock-in reporter, 24 h; 100% = twice the neutral-well signal | reporter increase, % at 12.5 µM | 350,000 compounds, 2% hits | AID 602393; in the data active means activation above about 40%;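 further: 0% = median of the plate's neutral control wells and 100% = double that signal; a rise in the Bmi1 reporter signal indicates esBAF inhibition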
# ARNT-TACC3 inh = disrupts binding between human ARNT and TACC3. Q9Y6A5. AlphaScreen His-ARNT PAS-B/GST-TACC3 binding, luminescence; TACC3 fragment carries E629A point mutation. inhibition, % at 9.99 µM. 390,000 compounds, 0.66% hits. AID 623870;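 active means mean inhibition of replicates at least 50% and at least half of replicates each reaching 50%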;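 further: 0% = complete ARNT plus TACC3 wells and 100% = ARNT alone without TACC3; many hits fall short of the cut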
# An asterisk follows results filed as active; x = not tested or not shown; [ ] = another dose, or the depositor's remark.
SMILES,SIRT5 inh,Statin myotox sup,ERp5 block,Cneo AK release,miR122 inh,esBAF inh,ARNT-TACC3 inh
CCCNC(=O)N1C[C@@H]2[C@H](c3ccccc31)[C@H](CO)N2Cc1ccc(OC)cc1,5,-10,4,101*,-20[16.7 µM],-5,-5
Cc1cccc(-c2nc3cc([N+](=O)[O-])ccc3o2)c1,-3,0,5,-2,-5,57*,4
CC(NS(=O)(=O)c1ccccc1)C1CC2CCC1C2 (stereo not drawn),-1,-3,1,2,22,-1,-10
O=C(C[C@H]1C=C[C@@H](NC(=O)Nc2ccc(C(F)(F)F)cc2)[C@@H](CO)O1)NCc1cc(F)cc(F)c1,5,-2,-5,4,x,5,-3
CCN(CC)CCCNc1nnc(C)c(=O)[nH]1,x,-21,x,-1,-10,2,-6
CCOC(=O)C1CCN(C(=O)C2CCN(c3ncnc4c3nc3n4CCCCC3)CC2)CC1,0,1,7,1,-11,-2,-1
O=C(C[C@H]1C=C[C@@H](NC(=O)Nc2ccc(F)cc2)[C@@H](CO)O1)NCc1cccc(F)c1,1,2,x,-3,x,4,-7
COc1ccc(-n2nc(C(=O)NCC(=O)N3CCCCCC3)c3ccccc3c2=O)cc1,0,2,0,-22,-8,33,-1
Nc1nc(N2CCCCC2)c2ncn(C3OC(CO)C(O)C3O)c2n1 (stereo not drawn),-4,2,1,5,-11,7,x
COc1cccc2sc(NNC(=O)COc3ccccc3)nc12,5,-6,-2,1,4,0,-3
COc1cc(NC(=O)CSc2ncnc3sc4c(c23)CCC(C)C4)c(C(=O)O)cc1OC (stereo not drawn),-1,17,3,1,-5,-6,-27
Cc1ccc(Cn2ccc(NC(=O)c3nn(C)cc3[N+](=O)[O-])n2)cc1,-2,6,2,0,5,31,-16
Cc1cccc(NC(=O)CC2C(=O)NCCN2C(=O)Nc2ccc(Cl)cc2)c1 (stereo not drawn),-4,9,0,0,-3,-22,4
N/C(Cc1ccc(Cl)cc1Cl)=N\OC(=O)Cc1ccccc1,-8,4,-2,1,-8,0,-6
CC(NC(=O)CNC(=O)C1CCCCC1)c1cccc(Cl)c1 (stereo not drawn),0,6,1,7,33,4,-2
Cc1cc(C)c(NC(=O)CSc2ccc3nnc(CCNC(=O)c4ccccc4)n3n2)c(C)c1,-2,x,-3,2,-8,x,-1
CCCCCCN1C=CC(=C2C(=O)c3ccccc3C2=O)C=C1,-3,-25,1,-10,1,-79,6
O=C(CC1CC1)N[C@H]1CC[C@H](CCNS(=O)(=O)c2ccc(Cl)cc2)O[C@H]1CO,0,8,0,3,x,1,-14
CCOC(=O)N1CCN(c2c(NCCCN(CC)Cc3ccccc3)c(=O)c2=O)CC1,x,13,x,-1,1,-10,25
CCOc1ccccc1CNC(=O)CCCn1ccc2cc(S(=O)(=O)N3CCCC3)ccc21,-1,-4,-19,-2,-5,-2,3

# Printed as active in esBAF inh (from the list above):
smiles | SIRT5 inh | ERp5 block | miR122 inh | esBAF inh | ARNT-TACC3 inh
Cc1cccc(-c2nc3cc([N+](=O)[O-])ccc3o2)c1 | -3 | 5 | -5 | 57* | 4

# (list continues)
SMILES,SIRT5 inh,Statin myotox sup,ERp5 block,Cneo AK release,miR122 inh,esBAF inh,ARNT-TACC3 inh
CCOc1ccccc1N(C)C(=O)c1cn(C)c(=O)c2ccccc12,-2,9,3,0,-7,-2,20
COc1ccc2c(c1)CO[C@]21O[C@H](CCO)C[C@H](O)[C@H]1O,-1,5,13,1,4,-1,x
Cc1nn(C)cc1CNCc1ccc(OCC(O)CN(C)Cc2ccccc2)cc1 (stereo not drawn),-2,5,4,1,-2,1,20
O=C1N/C(=N\S(=O)(=O)Cc2ccccc2)S/C1=C/c1cc([N+](=O)[O-])ccc1O,6,x,1,x,x,x,-7
OC[C@@H]1CN(Cc2cccc(C(F)(F)F)c2)C[C@H](n2cnc3c(NCc4ccncc4)ncnc32)O1,-1,0,-4,1,2,5,x
C=CCCC(=O)N1CCC(CCC(=O)NC2CC2)CC1,8,x,3,x,x,x,-9
FC(F)(F)c1cccnc1N1CCN(c2ncnc3nc[nH]c23)CC1,-2,1,-6,-4,5,12,0
COc1ccccc1CNC(=O)c1cc2sccc2n1C,2,x,-4,x,7,x,-3
Cc1csc(NC(=O)CCN2C(=O)c3ccccc3S2(=O)=O)n1,x,2,-1,2,-8,8,4
O=C(c1cccc(Br)c1)N1CCCC1,x,14,x,0,-3,2,2
COc1ccccc1C(=O)OCCN=C1NS(=O)(=O)c2ccccc21,-4,16,0,0,x,3,x
CN(C)C(=O)c1ccc(NC(=O)COC(=O)/C=C/c2cccs2)cc1,8,-19,0,0,x,0,22
C[C@@H]1CCCCO[C@H](CN(C)C(=O)Nc2ccc3c(c2)OCO3)[C@@H](C)CN([C@@H](C)CO)C(=O)c2cc(NC(=O)c3ccncc3)ccc2O1,-3,x,-7,-3,6[16.7 µM],-1,9
COc1ccc(CNC(=O)C[C@@H]2CC[C@@H](NC(=O)CN(C)C)[C@H](CO)O2)cc1,5,-4,0,-4,x,0,0
CN1C(=O)c2cccc(NC(=O)Cc3ccccc3)c2C1=O,-3,8,-1,0,4,5,3
CCOC(=O)N1CCC(NC(=O)Cn2cccc2C(=O)c2ccccc2C)CC1,x,-4,x,0,-5,-1,0
Cc1nnsc1NC(=O)OCc1ccc(Cl)cc1Cl,x,12,x,x,3,1,0
COc1ccc(C(=O)NC(=S)N2CCCC2)cc1,-4,x,4,1,2,x,-5
COC(=O)c1c(NC(=O)Cn2cnc([N+](=O)[O-])n2)sc2c1CCC(C)C2 (stereo not drawn),x,x,x,0,-7,x,-1
Cc1cc(C)c2c(n1)nn1c(NCCOCCO)cc(C)nc21,x,x,x,0,3,x,2
CCN1CCN(C(=O)CSc2nc3c(c(=O)n(C)c(=O)n3C)n2C)CC1,x,4,-1,7,-3,-6,1
C[C@H]1CN([C@@H](C)CO)C(=O)c2cc(NC(=O)c3ccncc3)ccc2O[C@@H]1CN(C)S(=O)(=O)c1ccccc1,-3,12,-5,1,4[16.7 µM],0,4
O=C(NC(=S)Nc1nc2ccccc2s1)c1ccco1,-6,x,-9,x,x,x,-7
CN(Cc1ccccc1)C(=O)CN(Cc1ccccc1)S(C)(=O)=O,x,2,x,0,-4,-2,18
CN(C)C(=O)[C@H]1[C@H](CO)[C@H]2Cn3c(cccc3=O)[C@H]2N1C(=O)C1CCCCC1,4,-3,0,1,-5[16.7 µM],4,5
CCCC#Cc1ccc([C@@H]2[C@@H](CO)N3CCCCN(S(=O)(=O)c4ccccc4F)C[C@H]23)cc1,1,-2,-1,-5,0[16.7 µM],4,14
C[C@@H](NC(=O)C[C@@H]1CC[C@H](NC(=O)c2cccnc2)[C@@H](CO)O1)c1ccccc1,-2,2,7,-5,-8[16.7 µM],-1,27
O=C(NC1CC1)C1=C[C@@H](c2ccc3c(c2)OCO3)C[C@@H](OCCCCO)O1,-2,-4,0,-6,2,7,-1
CC1(C)C(c2ccccn2)=[N+]([O-])C(C)(C)N1O,x,0,x,-2,-5,-1,0
Cc1ccc2cccnc2c1NC(=S)NC(=O)c1ccccc1,x,4,x,-2,-5,-12,4
Cc1cccnc1NC(=O)COc1ccc2c(c1)CCC2,7,8,-6,-3,x,57*,2
CCc1cccc(NC(=O)Cn2cc3c(n2)CCCC3)c1,x,4,0,-6,x,4,-31
Cc1nc(-c2ccc(S(=O)(=O)N3CCN(Cc4ccccc4)CC3)s2)cs1,-2,14,-1,1,0,2,-2
COc1ccccc1NC(=O)COC(=O)/C=C/c1cccs1,-3,15,0,1,-6,-2,3
COc1cccc(COC(=O)C2CCN(C(=O)c3ccc(F)cc3)CC2)c1OC,-3,9,3,-2,1,x,5
COc1ccc(-c2nnc3sc(C(C)N4C(=O)c5ccccc5C4=O)nn23)cc1 (stereo not drawn),4,3,4,-1,-1,4,x
Cc1ccccc1OCC(O)CN1CCN(CC(O)COc2ccccc2C)C(C)C1 (stereo not drawn),-1,0,3,-2,-4,2,0
COC(=O)c1ccccc1NC(=O)Cn1cnc2c1c(=O)n(C)c(=O)n2C,8,-15,4,0,10,4,-6
CCOC(=O)Cc1csc(NC(=O)CCN2C(=O)c3ccccc3C2=O)n1,x,-13,x,-1,8,-2,22
CN(Cc1ccc(Cl)cc1)C(=O)COC(=O)c1ccc(-c2ccc(O)cc2)cc1,-6,-2,1,-2,x,5,x
CC(C)NC(=O)Nc1ccc2c(c1)C(=O)N(C)[C@H]1CC[C@H](CC(=O)NCC(F)(F)F)O[C@@H]1CO2,x,-6,x,-1,-3[16.7 µM],-2,-22
CN(CC(=O)NCCc1ccccc1)S(=O)(=O)c1ccccc1,6,x,-7,x,x,x,17
CCOC(=O)c1c(C)c(C(=O)NCc2cccnc2)c(C)n1C,x,x,x,2,-4,9,4
Cc1noc(C)c1C(=O)N1CCN(S(=O)(=O)c2ccc(F)cc2)CC1,-3,5,-5,x,-1,-3,0
Fc1ccc(-n2cc(-c3ccccc3)[n+]3c2SCC3)cc1,-7,x,-6,x,8,x,-2
COc1cccc(NC(=O)N(C)C[C@@H]2Oc3ncc(C4=CCCCC4)cc3C(=O)N([C@@H](C)CO)C[C@@H]2C)c1,1,21,-3,-1,1[16.7 µM],-1,11
NC(=O)c1nsc(C(=O)N(Cc2ccco2)C(C(=O)NC2CCCC2)c2ccc(O)cc2)c1N (stereo not drawn),-10,2,-5,0,x,8,-16

# An excerpt from above in order of molar mass, lowest first.
SMILES,SIRT5 inh,Statin myotox sup,ERp5 block,Cneo AK release,miR122 inh,esBAF inh,ARNT-TACC3 inh
CC1(C)C(c2ccccn2)=[N+]([O-])C(C)(C)N1O,x,0,x,-2,-5,-1,0
Cc1cccnc1NC(=O)COc1ccc2c(c1)CCC2,7,8,-6,-3,x,57*,2
CCc1cccc(NC(=O)Cn2cc3c(n2)CCCC3)c1,x,4,0,-6,x,4,-31
Fc1ccc(-n2cc(-c3ccccc3)[n+]3c2SCC3)cc1,-7,x,-6,x,8,x,-2
CCOC(=O)c1c(C)c(C(=O)NCc2cccnc2)c(C)n1C,x,x,x,2,-4,9,4
Cc1ccc2cccnc2c1NC(=S)NC(=O)c1ccccc1,x,4,x,-2,-5,-12,4
CN(CC(=O)NCCc1ccccc1)S(=O)(=O)c1ccccc1,6,x,-7,x,x,x,17
Cc1noc(C)c1C(=O)N1CCN(S(=O)(=O)c2ccc(F)cc2)CC1,-3,5,-5,x,-1,-3,0
COC(=O)c1ccccc1NC(=O)Cn1cnc2c1c(=O)n(C)c(=O)n2C,8,-15,4,0,10,4,-6
O=C(NC1CC1)C1=C[C@@H](c2ccc3c(c2)OCO3)C[C@@H](OCCCCO)O1,-2,-4,0,-6,2,7,-1
CCOC(=O)Cc1csc(NC(=O)CCN2C(=O)c3ccccc3C2=O)n1,x,-13,x,-1,8,-2,22
C[C@@H](NC(=O)C[C@@H]1CC[C@H](NC(=O)c2cccnc2)[C@@H](CO)O1)c1ccccc1,-2,2,7,-5,-8[16.7 µM],-1,27
COc1cccc(COC(=O)C2CCN(C(=O)c3ccc(F)cc3)CC2)c1OC,-3,9,3,-2,1,x,5
COc1ccc(-c2nnc3sc(C(C)N4C(=O)c5ccccc5C4=O)nn23)cc1 (stereo not drawn),4,3,4,-1,-1,4,x
CN(Cc1ccc(Cl)cc1)C(=O)COC(=O)c1ccc(-c2ccc(O)cc2)cc1,-6,-2,1,-2,x,5,x
Cc1nc(-c2ccc(S(=O)(=O)N3CCN(Cc4ccccc4)CC3)s2)cs1,-2,14,-1,1,0,2,-2
Cc1ccccc1OCC(O)CN1CCN(CC(O)COc2ccccc2C)C(C)C1 (stereo not drawn),-1,0,3,-2,-4,2,0
CCCC#Cc1ccc([C@@H]2[C@@H](CO)N3CCCCN(S(=O)(=O)c4ccccc4F)C[C@H]23)cc1,1,-2,-1,-5,0[16.7 µM],4,14
NC(=O)c1nsc(C(=O)N(Cc2ccco2)C(C(=O)NC2CCCC2)c2ccc(O)cc2)c1N (stereo not drawn),-10,2,-5,0,x,8,-16
COc1cccc(NC(=O)N(C)C[C@@H]2Oc3ncc(C4=CCCCC4)cc3C(=O)N([C@@H](C)CO)C[C@@H]2C)c1,1,21,-3,-1,1[16.7 µM],-1,11

# The order is random, and some 4% of all compounds hit somewhere here.
